Source: PubChem (Sanford-Burnham Center for Chemical Genomics)
H9c2 TAG inh: inhibitors of triacylglycerol accumulation | AID 651582 | H9c2 cells, Nile Red lipid (TAG) fluorescence; cells loaded with 200 µM oleic acid | hit rate 0.66% among 230,000 | inhibition, % at 12.5 µM;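 active means pattern-corrected inhibition of lipid staining of at least 50% with the nuclear-stain viability signal not falling by more than 50%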;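 further: 0% = DMSO wells and 100% = triacsin C control wells; some results filed as inactive read as strong as hits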
H9c2 TAG inh DAPI viability: further read-out of H9c2 TAG inh, marked with its call; DAPI nuclei signal change (viability), lower = more cytotoxic, %;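 whole-well DAPI fluorescence read on a plate reader as a viability signal; minus 50 percent equals half of cells still viable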
Numbers without * were called inactive; & = joins results of further samples.

SMILES,H9c2 TAG inh,H9c2 TAG inh DAPI viability
O=C(C[C@H]1C[C@H](C(=O)N2CCCCC2)[C@@]2(CCc3ccccc3)c3[nH]c4cc(-c5ccco5)ccc4c3CCN2C1=O)NCc1cccc(C(F)(F)F)c1,58*,12*
CCOCCCn1c(=S)[nH]c2cc(C(=O)NCC(OC)OC)ccc2c1=O,-31,5
CCO[C@H]1OC(C(=O)NCc2ccccc2)=C[C@@H](C)[C@@H]1CCCO,4,2
O=C(Nc1ccc(Cl)cc1)c1csc(Cc2ccccc2)n1,-2,-7
O=[N+]([O-])c1ccc2c(c1)nc1n2CCCCC1,10,-12
Cc1ccc(/C=C/C(=O)N2CCN(S(=O)(=O)/C=C/c3ccccc3)CC2)o1,7,-6
COn1c(-c2ccccc2)nc2c1CCc1c-2no[n+]1[O-],5,-7
Cc1cnn(C(=O)c2cc(-c3ccccn3)nc3ccc(Cl)cc23)c1,-10,-1
CCCCn1c(SCC(=O)NCc2ccco2)nnc1-c1ccoc1C,-13,22
COc1cccc(-c2cc(C(=O)Nc3ccccc3)c3ccccc3n2)c1,22,-7
CC1=NN(C(N)=S)C(C)(C)C1,2,4
C=CCN1C(=O)c2ccc(C(=O)N3CCN(S(=O)(=O)c4cccc(Cl)c4)CC3)cc2C1=O,3,-1
CCCCCCOc1ccc(OC(=O)c2ccncc2)cc1,4,-4
CN(c1ccccc1)c1nc(N)c([N+](=O)[O-])c(N2CCOCC2)n1,21,-9
COc1cc2c(cc1OC)[C@@H](NC(=O)CCc1ccccc1)[C@H](OCc1ccccc1)C2,5,1
CCOc1cc(/C=N/O)ccc1OS(=O)(=O)c1ccc(C)cc1,-25,9
O=C(Oc1c(Br)cc(Br)c2cccnc12)N1CCCCC1,-9,-3
CCOc1cc(/C=N/NS(=O)(=O)c2ccccc2)ccc1OS(=O)(=O)c1ccc(C)cc1,-26,17
Cc1cn(C2OC(CC(=O)Oc3ccccc3)C(O)C2O)c(=O)[nH]c1=O (stereo not drawn),2,12
Nc1c(NCc2ccccc2)c(=O)[nH]c(=O)n1Cc1ccccc1,-6,-3
c1ccc(Oc2cccc3cccnc23)nc1,-6,4
COc1ccc(CNC(=O)C(=O)NCC2CCCO2)cc1 (stereo not drawn),-14,1
CCOC(=O)N1CCN(CC(=O)c2c(C)[nH]c3ccccc23)CC1,6,-14
COc1ccc(C(=O)N2CCN(C3CCC(c4ccccc4)CC3)CC2)cc1OC (stereo not drawn),16,-15
Cc1ccccc1C(=O)NC(=S)Nc1ncccn1,6,-6
Cc1ccc(S(=O)(=O)N2CCOCC2)cc1NC(=O)COc1cccc(Oc2ccccc2)c1,3,-12
O=c1c2ccccc2nnn1CSc1nnc(-c2cccnc2)n1-c1ccccc1F,-13,-3
O=C(c1ccccc1F)N1CCOCC1,-10,-2
c1cncc(CSc2ccc(-c3cccs3)nn2)c1,7,-6
COc1ccc(NC(=S)N(Cc2cccnc2)Cc2ccco2)cc1,-7,0
O=C(NCCC(=O)N1CCN(c2ccccc2O)CC1)c1ccc(Br)cc1,-9,3
CCc1nc2c(OCC(=O)C(C)(C)C)cccn2c1N(C)C(=O)C(C)C,3,-14
Cc1nc(CCNC(=O)COc2ccccc2)cs1,-12,-2
O=C(Cn1cc(C(F)(F)F)ccc1=O)N1CCc2ccccc2C1,7,-6
O=C(CCC(=O)c1cccs1)NCc1ccncc1,3,6
NCCNC(=O)c1c(O)c2cccc3c2n(c1=O)CCC3,-2,12
O=C(COC(=O)/C=C/c1cc(Br)ccc1F)Nc1ccc2[nH]c(=O)[nH]c2c1,4,-1
CSCc1nc2scc(-c3ccccc3)c2c(=O)[nH]1,-4,-18
N#Cc1cc(Sc2ccccn2)c([N+](=O)[O-])cc1C#N,-10,-1
Cc1nccn1CC1CCc2c(c3ccccc3n2C)C1=O (stereo not drawn),-10&-10,14&0
Cc1cc(C)c[n+](CC(=O)c2ccccc2)c1,-19,7
COc1ccc(-n2c(NNC(C)=O)nc3sc4c(c3c2=O)CCCC4)cc1,5,-6
CN1/C(=C/C=C(C#N)C#N)C(C)(C)c2ccccc21,-158,8
O=S(=O)(Cc1cc(-c2ccc(Cl)cc2)no1)c1ccccc1,-8,-10
CCN(CC)S(=O)(=O)c1ccc(C(=O)NC(C)(C)C)cc1,5,-8
CC1=C[C@@H](C)[C@@H](c2ccc(C(F)(F)F)cc2)OC1=O,3,4
CCOC(=O)c1c(-c2ccc(C)s2)csc1NC(=O)c1cccs1,-10,42
COc1ccc(/C(O)=C2/C(=O)C(=O)N(CC3CCCO3)C2c2ccc(O)c(OC)c2)cc1 (stereo not drawn),1,5
CC(=O)c1ccccc1NC(=O)CSc1n[nH]c(=O)n1C1CC1,-5,7
NS(=O)(=O)c1ccc(-n2ncc3c(=O)[nH]c(SCC(=O)Nc4nccs4)nc32)cc1,2,-6

3 neighbouring entries out of the list so far, for reference:
SMILES,H9c2 TAG inh,H9c2 TAG inh DAPI viability
O=C(Cn1cc(C(F)(F)F)ccc1=O)N1CCc2ccccc2C1,7,-6
O=C(CCC(=O)c1cccs1)NCc1ccncc1,3,6
NCCNC(=O)c1c(O)c2cccc3c2n(c1=O)CCC3,-2,12

Next part.
SMILES,H9c2 TAG inh,H9c2 TAG inh DAPI viability
CC(C)N(C)S(=O)(=O)c1ccc(NC(=O)C2=COCCO2)cc1,-2,5
O=C(c1ccc2c(c1)OCO2)N(c1ccc(Br)cc1)C1C=CS(=O)(=O)C1 (stereo not drawn),-4,5
COc1ccc(CCn2c(NN=C3CCCC3)nc3c2c(=O)[nH]c(=O)n3C)cc1,5,-4
CCOc1cc(S(=O)(=O)NCCCN2CCOCC2)c(C)cc1C,-1,7
CC(C)(C)n1cnc2cc(NC(=O)c3cccs3)ccc21,-10,3
O=C(c1ccc(O)cc1)c1ccc(C(=O)O)c(C(=O)O)c1,13,-9
CCOCCCNc1nc2c(c(=O)n(C)c(=O)n2C)n1CCCc1ccccc1,19,-7
O=[N+]([O-])c1cccc(/C=N/Nc2nc(N3CCCCC3)nc(N3CCCCC3)n2)c1,7,4
O=C(c1ccccc1)N(NC(=O)C(O)(c1ccccc1)c1ccccc1)c1cccc(F)c1,-1,8
CC(=O)Nc1ccc(NC(=O)Cc2ccc(S(=O)(=O)N3CCCCC3)s2)cc1,-13,7
CCOC(=O)Cn1nc(C)c(NC(=O)c2cccc([N+](=O)[O-])c2)c1C,4,4
CSc1nc(N2CCN(C)CC2)c2c(c1C#N)CC(C)(C)OC2,1,-1
CC(C)C(=O)Nc1cccc(C(=O)Nc2ccc3c(c2)OCO3)c1,23,-13
O=c1[nH]c2cccnc2n(CCNc2ncc(C(F)(F)F)cc2Cl)c1=O,4,0
Cc1cc([N+](=O)[O-])nn1CCC(=O)Nc1nccs1,-7,-2
Cn1c(/C(C#N)=C2/CCCCCN2)nc2ccccc21,2,-2
C[C@H](CO)N1C[C@H](C)[C@@H](CN(C)C(=O)Nc2ccc(C(F)(F)F)cc2)Oc2c(NC(=O)Nc3ccc(C(F)(F)F)cc3)cccc2C1=O,19,-2
COc1ccc(C(=O)CSc2nc3nn(-c4ccccc4)c(=O)c-3c3n2CCCCC3)c(OC)c1,2,11
CC(=O)N1CCN(S(=O)(=O)c2cccc(C(=O)NNC(=O)c3ccc(Br)cc3)c2)CC1,5,-2
C=CCN1CC(C)/C(=N\O)CC1C (stereo not drawn),-4,7
CCOc1ncccc1C(=O)N1CCN(S(=O)(=O)c2ccc3ccccc3c2)CC1,-12,-1
Cn1cccc1C(=O)OCc1cc(Cl)cc2c1OCOC2,-4,10
O=C(c1cc(O)c(O)c([N+](=O)[O-])c1)c1ccccc1F,-4,11
CC(=O)N(c1ccccc1)c1nc(/C=C/C(=O)O)cs1,-1,-9
COc1ccccc1/C=C/C=N/NC(=O)c1ccncc1,15,15
COc1ccc(CCNC(=O)c2cccc3ccccc23)cc1OC,-9,4
Cc1cc(C)nc(SCc2ccc(C(=O)N/N=C/c3ccc(C(=O)O)cc3)cc2)n1,11,-7
O=C(Nc1nnc(COc2ccccc2F)s1)Nc1ccccc1F,-10,5
Cc1sc2ncnc(N3CCC(C(=O)Nc4nnc(CC(C)C)s4)CC3)c2c1C,10,7
COc1ccc([C@@H]2CC(=O)c3c(O)cc(O[C@@H]4O[C@H](CO[C@@H]5O[C@@H](C)[C@H](O)[C@@H](O)[C@H]5O)[C@@H](O)[C@H](O)[C@H]4O)cc3O2)cc1O,-1,2
O=C(COC(=O)C1CC(=O)N(Cc2ccccc2)C1)Nc1cccc([N+](=O)[O-])c1 (stereo not drawn),-4,4
COCCNC(=O)[C@H](C)[C@H]1C[C@]1(C)[C@H](NC(=O)OCc1ccccc1)c1ccccc1,18,-2
CC(c1nccs1)N(C)C(=O)c1ccc(OC2CCN(CCc3ccccc3)CC2)cc1 (stereo not drawn),5,11
Nc1nc2n(n1)C(=O)CC(c1ccc(Cl)cc1)N2 (stereo not drawn),19,4
O=C1NC(=S)NC(=O)C1Nc1ccc(Cl)cc1,0,9
CCOc1ccc(NC(=O)[C@@H](NC(=O)c2ccccc2)[C@@H](C)CC)cc1,13,-1
Cc1ccc(NC(=O)C2CC(=O)NC(N3CCc4ccccc43)=N2)cc1 (stereo not drawn),9,-4
CCOC(=O)c1cnc2c(cnn2C)c1NCc1ccc(OC)cc1,5,-2
Cc1cc(C(F)(F)F)n(-c2nc(C(=O)O)cs2)n1,7,-12
CNc1nc(NCCCN2CCCC2=O)c2sccc2n1,2,13
Cc1ccccc1OCC(=O)NNC(=O)Cn1[nH]c(=O)c2ccccc2c1=O,-8,19
COc1ccc(CCNC(=O)C2CCC(CNS(=O)(=O)c3ccc(F)cc3)CC2)cc1OC (stereo not drawn),-3,5
CCO[C@@H]1OC(C(=O)NC2CC2)=C[C@H](C(C)(C)C)[C@H]1CCCO,9,14
O=C/C(=C\Nc1ccccn1)c1nc2cc(Cl)ccc2o1,3,2
CCOc1ccc(S(=O)(=O)Nc2ccc(C(=O)N/N=C(\C)c3ccc(-n4ccnc4)cc3)cc2)cc1,0,0
CN(Cc1ccccc1)C(=O)COC(=O)/C=C/c1ccc2c(c1)OCO2,-3,10
CSc1cccc(N2CC(C(=O)N3CCN(S(=O)(=O)c4ccccc4Cl)CC3)CC2=O)c1 (stereo not drawn),16,152
O=C(COC(=O)Cn1cc(C(F)(F)F)ccc1=O)NCc1ccccc1,-21,1
CCOc1ccccc1N1CCN(C(=S)NCc2ccccc2)CC1,0,-14
CN1OC[C@@H]2CN(Cc3cc(Cl)cc(Cl)c3)[C@H](c3cccc(-c4ccc(C#N)cc4)c3)C[C@@H]21,-29,4

Next records.
SMILES,H9c2 TAG inh,H9c2 TAG inh DAPI viability
CNS(=O)(=O)c1ccc2ccccc2c1,-12,-1
COc1ccc(CCCC(=O)N/N=C/c2ccc(C)cc2)cc1,-1,-1
Cn1c(SCC(=O)NCC2CCCO2)nnc1-c1ccc(Cl)cc1 (stereo not drawn),1,-1
O=C(CN1CCOc2ccccc21)N1CCC(Cc2ccccc2)CC1,16,-12
O=C(CCc1nnc(-c2ccsc2)o1)N1CCCCC1CCn1ccnc1 (stereo not drawn),12,-9
Cc1noc(C)c1CSCC(=O)N(CC(C)C)c1c(N)n(Cc2ccccc2)c(=O)[nH]c1=O,-8,-1
O=C(NC1CCCCC1)c1ccc([N+](=O)[O-])cc1,-9,4
CCN(c1ccccc1)S(=O)(=O)c1ccc(C(=O)Nc2nccs2)cc1,-9,-5

Random excerpt: 6 entries already listed.
SMILES,H9c2 TAG inh,H9c2 TAG inh DAPI viability
O=C(CN1CCOc2ccccc21)N1CCC(Cc2ccccc2)CC1,16,-12
Cn1c(SCC(=O)NCC2CCCO2)nnc1-c1ccc(Cl)cc1 (stereo not drawn),1,-1
CNS(=O)(=O)c1ccc2ccccc2c1,-12,-1
COc1ccc(CCCC(=O)N/N=C/c2ccc(C)cc2)cc1,-1,-1
Cc1noc(C)c1CSCC(=O)N(CC(C)C)c1c(N)n(Cc2ccccc2)c(=O)[nH]c1=O,-8,-1
O=C(NC1CCCCC1)c1ccc([N+](=O)[O-])cc1,-9,4

Shown with each value named: three of the compounds above.
> COc1ccc(CCCC(=O)N/N=C/c2ccc(C)cc2)cc1
- H9c2 TAG inh: -1
- H9c2 TAG inh DAPI viability: -1

> Cn1c(SCC(=O)NCC2CCCO2)nnc1-c1ccc(Cl)cc1 (stereo not drawn)
- H9c2 TAG inh: 1
- H9c2 TAG inh DAPI viability: -1

> O=C(CN1CCOc2ccccc21)N1CCC(Cc2ccccc2)CC1
- H9c2 TAG inh: 16
- H9c2 TAG inh DAPI viability: -12

Only part of the results is shown; count on the stated rates, not on these rows.
